Assay outcomes: PubChem, The Scripps Research Institute Molecular Screening Center
V1R ag counter: activates human V1a receptor in oxytocin agonist counter-screen; 0.25% of 320,000 active; AID 2797; CHO-V1R cells, Fluo-8 calcium fluorescence, agonist mode; 0% DMSO, 100% 3 nM vasopressin; P37288; activation, % at 3 µM;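 active means activation above the mean activation of all tested compounds plus 3 SD, per screening run, cut at about 20% in these data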;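 further: signal is peak over basal fluorescence ratio across a 100 second FLIPR read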
OXTR ag: activates the human oxytocin receptor; P30559; CHO-OTR cells, Fluo-8 calcium fluorescence; normalized: DMSO 0%, oxytocin 100%; activation, % at 3 µM; 0.32% of 320,000 active;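 active means activation above the mean of all tested compounds plus 3 SD, cutoff set per screening run, cut at about 20% in these data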;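 further: peak over basal fluorescence ratio from a 100 s FLIPR kinetic read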
Target sequence (P30559 whole entry, looked up): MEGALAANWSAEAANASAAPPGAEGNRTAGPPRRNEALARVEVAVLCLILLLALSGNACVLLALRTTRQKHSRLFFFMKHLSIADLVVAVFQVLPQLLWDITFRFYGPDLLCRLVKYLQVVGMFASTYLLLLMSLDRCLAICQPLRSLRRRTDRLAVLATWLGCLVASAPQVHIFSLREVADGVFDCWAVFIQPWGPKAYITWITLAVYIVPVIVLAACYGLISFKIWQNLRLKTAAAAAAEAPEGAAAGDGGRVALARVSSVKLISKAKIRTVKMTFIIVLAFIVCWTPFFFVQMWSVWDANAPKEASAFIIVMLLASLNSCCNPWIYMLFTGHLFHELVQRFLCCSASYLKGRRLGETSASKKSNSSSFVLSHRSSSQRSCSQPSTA
OXTR potentiate: potentiates the human oxytocin receptor response. AID 2445. activation, % at 3 µM. P30559. 0.061% of 320,000 active. CHO-OTR cells, Fluo-8 calcium fluorescence, potentiator mode; 0% = oxytocin EC15, 100% = EC100;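 active means activation above that plate's cutoff, the mean activation of tested compounds plus 3 SD, cut at about 6.6% in these data, passing the limit was not always enough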;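 further: 100% uses oxytocin at 75 nM as the full agonist control; some results filed as inactive read as strong as hits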
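Material: human OTR in CHO cells. Compound: 3.0 µM, one dose. Timing: compound 6 min at room temperature before oxytocin, 100 s read. Evaluation: % activation of max/min ratio relative to oxytocin controls. Replication: single well per compound, singlicate. Signal: Fluo-8 calcium dye fluorescence.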
GPR7 antag: human neuropeptides B/W receptor 1 antagonism. GPR7-expressing cells, fluorescence antagonist assay. AID 1861. P48145. inhibition, % at 4.4 µM. 1.1% of 290,000 active; in the data active means inhibition above about 16%, passing the limit was not always enough;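 further: cells stimulated with the agonist NPW; 0% = agonist with vehicle and 100% = vehicle without agonist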
Target sequence (P48145 whole entry, looked up): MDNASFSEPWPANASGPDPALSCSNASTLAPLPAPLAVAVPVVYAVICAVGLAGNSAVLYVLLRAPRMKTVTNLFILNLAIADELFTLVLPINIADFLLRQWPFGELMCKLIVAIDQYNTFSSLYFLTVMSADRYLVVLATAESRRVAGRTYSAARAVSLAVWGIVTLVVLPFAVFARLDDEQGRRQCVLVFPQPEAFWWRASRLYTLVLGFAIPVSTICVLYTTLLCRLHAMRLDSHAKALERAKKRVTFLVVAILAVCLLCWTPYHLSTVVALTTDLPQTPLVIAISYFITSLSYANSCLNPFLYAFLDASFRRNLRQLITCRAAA
CHO-K1 Ca PAM: counter-screen for M1 PAMs: effect in parental CHO-K1 cells. activation, % at 3 µM. ATP EC20, Fluo-8 calcium fluorescence; 0% at ATP EC20, 100% at ATP max. 0.02% of 360,000 active. AID 602247;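 active means activation above the run cutoff, the mean activation of all test compounds plus 3 SD, cut at about 40% in these data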;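 further: peak over basal fluorescence ratio in a 140 s read after ATP addition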
CHO-K1 Ca antag: counter-screen for M1 antagonists: effect in parental CHO-K1 cells | ATP-induced calcium, Fluo-8 fluorescence | inhibition, % at 3 µM | 0.6% of 360,000 active;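 active means inhibition above a per-plate cutoff, the plate's mean sample inhibition plus 3 SD, cut at about 24% in these data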;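 further: 0% = DMSO plus EC80 ATP and 100% = DMSO alone without ATP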
CHO-K1 Ca ag: nonselective activator or artifact in parental CHO-K1 cells. Fluo-8 calcium fluorescence; scaled to maximal ATP response, vehicle zero. activation, % at 3 µM. 0.48% of 360,000 active. AID 602248; in the data active means activation above about 15%;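 further: untransfected CHO-K1 host cells lacking M1 receptor as counterscreen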
CHO parental Ca: signal in parental CHO cells, OX1R antagonist counter-screen; 0.63% of 330,000 active; AID 463079; inhibition, % at 5.6 µM; parental CHO-K1, ATP-induced calcium, Fluo-8 fluorescence;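 active means inhibition above that plate's mean sample inhibition plus 3 SD, cut at about 26% in these data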;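 further: 0% = ATP-challenged DMSO wells and 100% = DMSO wells without ATP; some compounds past the cut are filed as inactive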
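Test system: untransfected parental CHO cell line. Compound: one dose, 5.6 µM nominal. Detection: intracellular calcium via Fluo-8 no-wash fluorescent dye. Measure: % inhibition. Benchmarks: ATP-challenged DMSO wells low, unchallenged DMSO wells high.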
TAAR1 antagonist: human TAAR1 antagonism; 1.5% of 360,000 active; AID 624466; Q96RJ0; CHO RD-HGA16 TAAR1, Fluo-8 calcium fluorescence, antagonist; inhibition, % at 3 µM;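 active means inhibition above a per-plate cutoff, the mean inhibition of test compounds on that plate plus 3 SD, cut at about 49% in these data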;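 further: 0% = DMSO plus EC80 beta-PEA response and 100% = DMSO alone without agonist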
Target sequence (Q96RJ0 whole entry, looked up): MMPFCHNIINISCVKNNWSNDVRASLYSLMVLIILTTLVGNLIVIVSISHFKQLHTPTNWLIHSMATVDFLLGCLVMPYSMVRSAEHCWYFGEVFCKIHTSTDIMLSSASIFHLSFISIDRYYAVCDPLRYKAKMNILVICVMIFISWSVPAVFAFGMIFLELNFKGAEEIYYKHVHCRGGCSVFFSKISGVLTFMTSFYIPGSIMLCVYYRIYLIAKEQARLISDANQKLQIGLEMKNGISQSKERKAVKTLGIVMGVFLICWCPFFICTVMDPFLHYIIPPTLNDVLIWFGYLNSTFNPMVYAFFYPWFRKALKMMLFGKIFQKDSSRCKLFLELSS
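Assay system: RD-HGA16 CHO cells with stable hTAAR1 and Gα16 / Reagent: EC80 β-phenethylamine stimulus / Doses: 3 µM, single point / Timing: dye loading 75 min at 37 °C, then 30 min room temperature / Measured by: Fluo-8 intracellular calcium dye fluorescence, real-time kinetic reads / Controls: vehicle wells and EC80 agonist wells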
* = called active by the depositor; x = not tested or not shown. Compounds as they come. About 3.5% of those tested had a hit in this group.

[1] FC(F)Oc1ccccc1NC(=S)NCCc1ccccc1
[2] CC1Cc2ccccc2N1CC(=O)Nc1ccc(S(=O)(=O)N(C)C)cc1 (stereo not drawn)
[3] Cc1cccn2c(=O)c3cc(C(=O)NCCN4CCOCC4)c(=N)n(CCN4CCOCC4)c3nc12
[4] CCN1C(=O)c2ccc(C(=O)Nc3cccc(C(=O)O)c3)cc2C1=O
[5] COC(=O)c1cn(C)c2ccc(S(=O)(=O)N3CCCCC3)cc2c1=O
[6] Cc1ccccc1C1CC(c2cccs2)=NN1S(C)(=O)=O (stereo not drawn)
[7] Cc1nc2c(c(C)nn2-c2ccccc2)c(C)c1Cl
[8] N#CC1=C(N)Oc2c(ccc3ccccc23)C1c1ccsc1 (stereo not drawn)
[9] COC(=O)c1c(NS(=O)(=O)c2ccc3ccccc3c2)sc2c1CCCC2
[10] O=c1cc(-c2ccccc2)c2ccccc2[nH]1
Compound | 1 | 2 | 3 | 4 | 5 | 6 | 7 | 8 | 9 | 10
V1R ag counter | -0.4 | 0.8 | 1.4 | -0.3 | x | -1.4 | 0.1 | -1.8 | 0.1 | -0.4
OXTR ag | -2.6 | 0.1 | 0.2 | -0.1 | x | -1.3 | 0.8 | -1.6 | -1.5 | -1.2
OXTR potentiate | -5 | -1 | -13 | -2 | x | -2 | 1 | -10 | -9 | -14
GPR7 antag | x | 2 | 6 | 13 | -11 | 2 | -19 | -2 | 2 | -5
CHO-K1 Ca PAM | 18 | -7 | -9 | -7 | 22 | 28 | 17 | 2 | 6 | 15
CHO-K1 Ca antag | -8 | -4 | 0 | -13 | -14 | -15 | -8 | 5 | -26 | -5
CHO-K1 Ca ag | 3.1 | 0.1 | 0.1 | 0.7 | 0.7 | 0.9 | -0.1 | 0.1 | -0.4 | 0.1
CHO parental Ca | -18 | -16 | 1 | 12 | x | -9 | -20 | -25 | -12 | -15
TAAR1 antagonist | -14 | 9 | 7 | -11 | -10 | -5 | -23 | 1 | 26 | -11

[11] O=C(ON=C1CCN(c2ccc([N+](=O)[O-])cc2)CC1)c1ccccc1
[12] CC(=O)NCC(O)c1ccc([N+](=O)[O-])cc1 (stereo not drawn)
[13] COc1ccc(C(c2c(O)nc[nH]c2=O)c2c(O)nc[nH]c2=O)cc1
[14] O=C(Nc1cc(Cl)ccc1-n1cncn1)c1cccc(S(=O)(=O)N2CCOCC2)c1
[15] O=C(O)CCCNC(=O)CCCn1nnc2ccccc2c1=O
[16] CCN(CC)c1ccc(CN(C(=O)c2ccco2)C2CCS(=O)(=O)C2)cc1 (stereo not drawn)
[17] Cc1ccc(C(=O)NCCOC23CC4CC(CC(C4)C2)C3)cc1
[18] CCCn1c(SCC(=O)c2cc(OC)ccc2OC)nnc1-c1ccco1
[19] CC(NC(=O)c1ccc(N(C)C)c([N+](=O)[O-])c1)c1ccc(-n2ccnc2)cc1 (stereo not drawn)
[20] OCCN1C2=NCCCN2c2ccccc21
Compound | 11 | 12 | 13 | 14 | 15 | 16 | 17 | 18 | 19 | 20
V1R ag counter | 0.3 | 1.4 | 0.2 | 1.0 | -0.2 | -1.4 | -1.0 | 2.8 | 6.1 | 1.9
OXTR ag | -0.9 | 0.2 | 0.6 | 1.2 | -0.2 | -0.8 | -1.4 | 1.4 | 6.1 | -0.1
OXTR potentiate | -5 | -1 | -1 | -3 | -4 | -3 | 6 | -12 | -12 | -4
GPR7 antag | 7 | -7 | -2 | x | -18 | -9 | 8 | -6 | -4 | -10
CHO-K1 Ca PAM | 11 | -6 | x | 14 | -7 | 9 | 16 | 7 | 13 | 17
CHO-K1 Ca antag | -10 | -13 | x | -19 | 2 | -6 | -20 | -1 | -2 | -4
CHO-K1 Ca ag | 1.4 | 0.7 | x | -0.2 | -0.1 | -0.5 | 0.1 | 1.4 | 8.1 | 0.3
CHO parental Ca | -14 | -2 | -8 | -8 | -1 | -9 | -17 | -19 | -18 | -5
TAAR1 antagonist | 2 | -13 | -27 | -4 | -4 | x | -2 | 8 | 2 | 4

[21] CN(C)CCCn1c2c(c(SCC(=O)Nc3nccs3)nc1=O)CCC2
[22] Cc1cccc2nc(-c3ccco3)oc(=O)c12
[23] CCOc1cc(N2CCOCC2)c(OCC)cc1NC(=O)c1ccco1
[24] Cc1c(OC(C)C(=O)N2C[C@H]3C[C@@H](C2)c2cccc(=O)n2C3)ccc2c3c(c(=O)oc12)CCC3 (stereo partly drawn)
[25] COc1ccc(C(=O)NC(=S)Nc2cccc3nc(C)ccc23)cc1OC
[26] CC(=O)C(=Cc1ccc(-c2ccccc2)cc1)C(=O)c1ccccc1
[27] C=CCNc1nc(NCc2ccccc2)nc(OCC)n1
[28] Cc1ccc(S(=O)(=O)N2CCOCC2)cc1C(=O)NC(C)CCc1ccccc1 (stereo not drawn)
[29] CCOC(=O)C1=C(C)NC(=O)NC1c1ccccc1 (stereo not drawn)
[30] CCSc1nc2sc3c(c2c(=O)n1CC)CCC3
Compound | 21 | 22 | 23 | 24 | 25 | 26 | 27 | 28 | 29 | 30
V1R ag counter | 0.8 | 0.1 | -0.4 | 0.7 | 0.7 | x | x | 1.0 | 0.2 | x
OXTR ag | -0.1 | 1.5 | 0.9 | 1.5 | -0.2 | x | x | 0.8 | 0.2 | x
OXTR potentiate | -6 | -2 | -12 | 2 | 0 | x | x | -1 | 6 | x
GPR7 antag | x | -9 | -18 | -7 | -10 | x | -13 | x | -5 | -19
CHO-K1 Ca PAM | 5 | -20 | 5 | -4 | -1 | 6 | -2 | -7 | 20 | 11
CHO-K1 Ca antag | 0 | -7 | -8 | 3 | -5 | -11 | -11 | -4 | -17 | -7
CHO-K1 Ca ag | 0.5 | 3.0 | 1.4 | 0.0 | 1.8 | 1.2 | 1.6 | 0.4 | 0.3 | -0.8
CHO parental Ca | 4 | 0 | 4 | -15 | -17 | x | x | -18 | 5 | x
TAAR1 antagonist | -1 | -5 | -4 | -8 | -44 | 8 | -2 | -7 | 11 | -6

3 structures from above, arranged by count of non-hydrogen atoms, rising:
[22] Cc1cccc2nc(-c3ccco3)oc(=O)c12
[29] CCOC(=O)C1=C(C)NC(=O)NC1c1ccccc1 (stereo not drawn)
[23] CCOc1cc(N2CCOCC2)c(OCC)cc1NC(=O)c1ccco1
Compound | 22 | 29 | 23
V1R ag counter | 0.1 | 0.2 | -0.4
OXTR ag | 1.5 | 0.2 | 0.9
OXTR potentiate | -2 | 6 | -12
GPR7 antag | -9 | -5 | -18
CHO-K1 Ca PAM | -20 | 20 | 5
CHO-K1 Ca antag | -7 | -17 | -8
CHO-K1 Ca ag | 3.0 | 0.3 | 1.4
CHO parental Ca | 0 | 5 | 4
TAAR1 antagonist | -5 | 11 | -4

Additional records.
Every second line gives: V1R ag counter, OXTR ag, OXTR potentiate, GPR7 antag, CHO-K1 Ca PAM, CHO-K1 Ca antag, CHO-K1 Ca ag, CHO parental Ca, TAAR1 antagonist
[31] CC1(C(=O)NS(=O)(=O)c2ccc(Cl)cc2)CCN1C(=O)c1ccc(C2CCCCC2)cc1 (stereo not drawn)
→ x, x, x, x, 11, -20, 0.4, x, -24
[32] Cc1ccc(C(=S)N2CCCCCC2)cc1
→ -1.3, -2.5, -1, -11, -18, 4, -0.4, -12, 0
[33] O=C(NCCC(=O)N1CCN(C(=O)c2ccco2)CC1)c1ccccc1Cl
→ 1.4, 0.8, 2, x, 22, -13, 0.0, -12, 5
[34] Cc1ccc2c(cnn2C(=O)CCC(=O)NCc2cccc(Cl)c2)c1
→ -0.2, -0.4, -1, 0, 19, -8, 0.2, 6, -6
[35] CCCCCn1nc(C(=O)OCc2nc(N)nc(Nc3ccccc3)n2)c2ccccc2c1=O
→ 0.7, 0.1, -4, x, 19, -14, 0.5, -31, -8
[36] Cc1cccc(NC(=O)c2cc(=O)n(Cc3ccccc3)c(=O)[nH]2)c1
→ 1.6, -0.4, 5, -6, 19, -8, 1.7, -7, -6
[37] CC(C)Nc1nc(-c2ccncc2)nc(-c2ccccc2)c1C#N
→ 7.8, -1.0, -7, -9, -15, 10, -0.7, -8, 14
[38] COc1cc(O)c(C(CC(=O)N2CCN(c3ccccc3)CC2)c2ccc(N(C)C)cc2)c(OC)c1 (stereo not drawn)
→ -0.5, -0.2, -13, x, 7, -8, 0.1, -10, 1
[39] C=CCC(C(=O)OC)(C(=O)OC)c1ccc([N+](=O)[O-])cc1[N+](=O)[O-]
→ 0.5, -0.6, -6, -5, 21, -14, 1.9, -6, 10
[40] S=c1[nH]nc(-c2ccccc2Cl)n1CC1CCCO1 (stereo not drawn)
→ 0.6, 0.5, -6, -7, 2, 6, -0.2, -2, -6
[41] O=C(NC12CC3CC(CC(C3)C1)C2)N1CCC(O)CC1
→ 0.0, 0.8, -8, -5, 19, -10, 0.4, -10, 20
[42] O=C(c1ccccc1)c1cc([N+](=O)[O-])ccc1N1CCCC1
→ 3.2, -2.3, -5, -9, 12, 4, 1.3, -24, -24
[43] Nc1ccn(CC(=O)NCc2ccccc2)c(=O)n1
→ 0.6, 0.1, 1, x, -6, 16, -0.3, -7, 13
[44] Cc1cccc(Nc2c(F)c(F)c(F)c(F)c2C(=O)O)c1
→ 0.4, 0.0, 1, -10, 24, -13, 0.6, -12, 8
[45] c1cncc(-c2ccc3ncnc(NCc4ccc5c(c4)OCO5)c3c2)c1
→ 1.6, 1.0, 6, x, 11, -16, 0.4, -4, 10
[46] O=C(CSc1nnnn1-c1ccccc1)NCC1(N2CCCCC2)CCCCC1
→ -0.1, -1.8, -8, x, -3, -7, 0.0, -16, 1
[47] COc1ccc(-c2ccc(CN3C(C(C)C)C(=O)N(Cc4cn(CC5CCCCC5)nn4)CCS3(=O)=O)cc2)cn1 (stereo not drawn)
→ x, x, x, x, 25, -7, 1.6, x, 3
[48] COC(=O)C(N)CCCCN (stereo not drawn)
→ 0.0, 2.6, -4, x, 17, -4, 0.4, -7, -10
[49] COc1cccc(CNC(=O)[C@@H]2CCCN2C(=O)[C@H]2CCCCN2C(=O)c2ccc(Cl)cc2)c1
→ x, x, x, x, 1, 4, 0.2, x, -10
[50] Clc1cccc(CN2CCC3CC2c2cc(N4CCCCC4)ccc23)c1 (stereo not drawn)
→ x, x, x, x, 12, -16, 0.8, x, -12
[51] CCOC(=O)N1CCC(NC(=O)C2CCCN(Cc3nc(-c4ccc(CC)cc4)oc3C)C2)CC1 (stereo not drawn)
→ 9.6, 7.4, -14, 16, 1, 24*, 6.6, -18, 13
[52] CC1=C[C@@H](C)[C@@H](c2ccc(C(F)(F)F)cc2)OC1=O
→ -0.1, -1.6, 1, -4, 15, -11, 0.3, -6, -4
